Screening data deposited in PubChem BioAssay by several laboratories.
AID2073 – disruptors of CaV2.2 binding to Mint1 – biochemical, HTRF (AID 2073). HTRF protein-protein interaction, Mint1-CaV2.2; higher % means a stronger effect. one-dose inhibition, % at 20 µM; IC50 in µM for titrated hits. actives 0.19% (n = 290,000); in the data active = inhibition mostly above about 51%, no sharp cut-off; inconclusive = no clear call, values can overlap the other calls; inactive = mostly below about 53%; note: some results filed as inactive read as strong as hits
NTR1 agonist – NTR1-driven beta-arrestin-GFP spot formation – imaging, U2OS cells, high content, primary screen (AID 493036). P30989. agonist mode. activation, % at 20 µM. actives 0.17% (n = 330,000);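 active = activation at or above 40% of the spot to cytoplasm intensity ratio, with at least 20 cells analyzed; inconclusive = wells under 20 cells, flagged as cytotoxic or low count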;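 note: 0% = DMSO without peptide and 100% = 100 nM NTR1 peptide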
Target sequence (P30989 whole entry, looked up): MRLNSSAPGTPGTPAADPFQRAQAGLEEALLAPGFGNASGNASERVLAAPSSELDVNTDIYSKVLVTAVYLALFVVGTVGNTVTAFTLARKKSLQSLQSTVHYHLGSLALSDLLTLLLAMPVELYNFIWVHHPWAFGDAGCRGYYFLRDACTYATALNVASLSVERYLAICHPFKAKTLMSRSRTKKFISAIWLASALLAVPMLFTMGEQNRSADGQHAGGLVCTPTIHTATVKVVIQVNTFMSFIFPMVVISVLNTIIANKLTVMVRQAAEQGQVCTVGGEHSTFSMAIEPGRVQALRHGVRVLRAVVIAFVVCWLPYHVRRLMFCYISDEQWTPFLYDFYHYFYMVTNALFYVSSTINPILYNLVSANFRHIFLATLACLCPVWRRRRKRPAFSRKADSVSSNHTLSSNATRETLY
Yfh1-depleted yeast – enhancers of respiration in Yfh1-depleted yeast, dose response, Friedreich's ataxia, plus single-dose screen (AID 1465); S. cerevisiae Yfh1-off respiration, WST-1 reduction, 72 h; higher fold induction means a stronger effect; one-dose fold induction at 50 µM; EC50 in µM for titrated hits; actives 0.074% (n = 220,000);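 active = fold induction of absorbance versus untreated yeast above a set limit, then at least 30% activation at any dose in follow-up; inconclusive = repeats straddling the limit, or above it without dose testing; inactive = fold induction below the set limit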;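 note: activators that raise dye reduction in frataxin-depleted yeast; strong numbers were not always called active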
Rac1 GTP hydrolysis – MgcRacGAP GTPase-activating activity inhibitors, confirmation, biochemical, ADP Hunter fluorescence; inhibition, % at 30 µM, or IC50 in µM where a hit was titrated; actives 0.6% (n = 340,000); AID 624330; MgcRacGAP-stimulated Rac1 GTP hydrolysis, ADP Hunter fluorescence; higher % means a stronger effect; GST-tagged Rac1 F28L mutant substrate;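 active = first-screen hits whose inhibition reached a set limit at any dose in the follow-up dose series; inconclusive = inhibition above the set first-screen limit but never retested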;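 note: fluorescence reports GDP produced by GAP-driven GTP hydrolysis; strong numbers were not always called active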
GPR55 antagonists – GPR55 antagonists blocking LPI-driven arrestin recruitment, primary screen, imaging, U2OS, beta-arrestin-GFP, LPI agonist (AID 2013); actives 0.13% (n = 290,000); one-dose inhibition, % at 10 µM; IC50 in µM for titrated hits; U2OS GPR55 beta-arrestin-GFP translocation imaging, LPI antagonism; higher % means a stronger effect;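 active = spots per cell inhibited over 60%, with over 100 cells counted and total cytoplasm intensity under 500,000; inconclusive = wells with under 100 cells, flagged as likely toxic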;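 note: U2OS cells stably carrying GPR55 and arrestin-GFP stimulated by 5 µM LPI near EC80; imaged beta-arrestin-GFP aggregate spots per cell after agonist stimulation; plate controls were LPI-stimulated DMSO wells for no effect and DMSO wells without LPI for full effect; some results filed as inactive read as strong as hits; confirmed hits need IC50 under 10 µM and bright autofluorescent wells are also inconclusive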
GPR55 beta-arrestin – GPR55 agonists via beta-arrestin recruitment, primary screen, imaging, U2OS cells, beta-arrestin-GFP redistribution (AID 1961) | U2OS GPR55 beta-arrestin-GFP redistribution imaging; higher % means a stronger effect | activation, % at 10 µM, or EC50 in µM where a hit was titrated | actives 0.048% (n = 290,000);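 active = activation above 40% with more than 50 cells counted in the well; inconclusive = wells holding fewer than 50 cells, flagged as toxic or sparse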;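 note: U2OS osteosarcoma cells stably expressing GPR55 and beta-arrestin-GFP; plate controls were DMSO negative control for no effect and LPI positive control for full effect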
Dengue-2 NS5 capping – flavivirus cap methylation enzyme inhibition – biochemical, confirmation dose response, primary screen (AID 588689); Dengue-2 NS5 methyltransferase capping enzyme assay, biochemical; higher % means a stronger effect; one-dose inhibition, % at 25 µM; IC50 in µM for titrated hits; actives 0.3% (n = 340,000); in the data active = a potency from the dose series; inconclusive = inhibition above about 29% without an active follow-up result
GPR35 antagonists – GPR35 antagonists blocking zaprinast-driven arrestin recruitment, primary screen, imaging, U2OS, beta-arrestin-GFP, zaprinast agonist (AID 2058); U2OS GPR35 beta-arrestin-GFP translocation imaging, zaprinast antagonism; higher % means a stronger effect; actives 0.052% (n = 290,000); one-dose inhibition, % at 10 µM; IC50 in µM for titrated hits;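 active = inhibition of at least 50% with at least 30 cells and total cytoplasm GFP at most 10,000,000; inconclusive = under 30 cells or total GFP of 10,000,000 plus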
SV40 large T antigen – TAg ATPase/helicase activity blockers – biochemical (AID 1903). SV40 large T antigen ATPase/helicase inhibition assay; higher % means a stronger effect. actives 0.39% (n = 310,000). inhibition, % at 20 µM; hits with a dose series show IC50 in µM; in the data active = a potency from the dose series; inconclusive = inhibition mostly from about 32% at the one dose, without a potency; inactive = the rest, 99 in 100 with inhibition below about 32%; note: strong numbers were not always called active
NTR1 agonist cell count 20 µM – also measured in NTR1 agonist; calls as there; cell count; measured here: cell count, cytotoxicity flag
Dengue-2 NS5 capping pilot replicate – second read-out of Dengue-2 NS5 capping, no call of its own (marks repeat the call); inhibition, %; measured here: pilot screen replicate inhibition
Starred values were filed as active, the others as inactive; i = inactive; ? = inconclusive; nt = no result given.

SMILES	AID2073	NTR1 agonist	NTR1 agonist cell count 20 µM	Yfh1-depleted yeast	Rac1 GTP hydrolysis	GPR55 antagonists	GPR55 beta-arrestin	Dengue-2 NS5 capping	GPR35 antagonists	SV40 large T antigen	others
C/C(=C/C=N/Nc1nc(N2CCCCC2)nc(N2CCCCC2)n1)c1ccccc1	-2%	4.9	71	i	0%	-6%	0.0%	5%	-2%	19%
O=C(/C=C/c1ccc(O)c(O)c1)OC(Cc1ccc(O)c(O)c1)C(=O)O (stereo not drawn)	-19%	-0.9	102	nt	35µM*	6%	0.2%	3%	17%	4%
Cc1cc(C)n(C(C)CC(=O)Nc2ccc(-c3ccno3)cc2)n1 (stereo not drawn)	6%	-0.1	81	nt	-15%	6%	-0.3%	3%	-11%	-4%
COCC(C)N1CC(O)=C(c2nc(-c3ccc(Cl)cc3)cs2)C1=N (stereo not drawn)	-4%	0.5	28	i	5%	2%	-0.7%	-2%	-1%	9%
Cc1ccc(NC(=O)Cn2c(=O)n(Cc3ccco3)c(=N)c3c4c(sc32)COC(C)(C)C4)cc1	-8%	0.4	41	i	7%	2%	-0.1%	-4%	-2%	1%
Cc1noc(C)c1CSc1nc2ccccc2nc1NS(=O)(=O)c1ccc(Cl)cc1	30%	6.6	60	i	3%	-1%	-0.3%	20%	4%	-2%
CN(CC(O)Cn1c2ccccc2c2ccccc21)S(C)(=O)=O (stereo not drawn)	0%	-1.1	33	i	-4%	7%	-0.1%	-7%	13%	11%
Cc1cc(C(=O)Nc2ccc(S(=O)(=O)Nc3onc(C)c3C)cc2)cs1	-6%	-1.0	55	i	7%	-3%	-0.5%	-8%	-3%	8%
CN(CCC1CCCCO1)C(=O)c1cc(COc2ccc(F)cc2F)on1 (stereo not drawn)	-2%	0.4	62	nt	-1%	5%	0.3%	-5%	3%	12%
Cc1[nH]c(=O)[nH]c(=O)c1/C=N/NC(=O)CCNC(=O)OC(C)(C)C	12%	-0.6	49	i	-17%	4%	-0.3%	-5%	-14%	11%
COc1ccc2cc(C(c3nnnn3C(C)(C)C)N3CCSCC3)c(=O)[nH]c2c1 (stereo not drawn)	12%	-1.0	38	i	5%	17%	0.2%	2%	6%	13%
Cc1c(-c2ccc(F)cc2)nc(N)c(C#N)c1-c1cccs1	1%	6.3	74	i	14%	30%	0.2%	-8%	-16%	9%
Cc1cc(=O)[nH]c(/N=C(\N)Nc2ccc3c(c2)OCCO3)n1	12%	1.1	36	i	2%	-4%	0.6%	3%	0%	8%
CCOc1ccc(S(=O)(=O)Nc2ccc(C(=O)N3CCCC3)cc2)cc1C(N)=O	24%	1.4	62	nt	-12%	-3%	0.0%	-13%	26%	-5%
O=C(NCCOc1ccccc1)C1Nc2ccc(C(F)(F)F)cc2C2c3ccccc3CC12 (stereo not drawn)	nt	10	78	i	-1%	nt	nt	-2%	nt	3%
CCOC(=O)N1CCC(N2C(=O)c3ccc(C(=O)Nc4ccc(OC)cc4)cc3C2=O)CC1	19%	2.0	49	nt	7%	18%	-0.2%	-3%	-10%	20%
COc1cc(/C=C(\C#N)c2nn(CCO)c(N)c2C#N)cc(OC)c1OC	3%	0.8	90	i	16%	6%	0.2%	-7%	-1%	6%
CC(C)c1cc(C(=O)Nc2cc(Cl)ccc2O)no1	6%	-1.1	65	i	12%	3%	0.0%	2%	6%	nt
Cc1nnc(SCc2ccccc2C#N)n1-c1ccccc1	-1%	-2.0	85	i	11%	1%	-0.1%	-4%	-5%	16%
Fc1cccc(/C=N/Nc2nncc3ccccc23)c1	15%	-0.7	77	nt	5%	6%	0.0%	3%	1%	23%
CCn1c(N)c(C(=O)NCc2ccc3c(c2)OCO3)sc1=S	2%	0.0	50	i	-1%	14%	-0.1%	-2%	3%	16%
C=CCn1c(=O)c(C(=O)NCCc2ccccc2)c(O)c2ccccc21	6%	8.7	51	i	1%	-12%	0.6%	-2%	-7%	8%
Cc1ccc(NC(=O)CSc2ccc3nnc(-c4ccccn4)n3n2)cc1	16%	0.6	50	nt	3%	16%	-0.1%	-3%	8%	7%
Cc1nc(NS(=O)(=O)c2ccccc2)sc1NC(=O)OCCN(C)C	-17%	-1.1	38	i	8%	5%	-0.1%	?	6%	10%
CC(C)C(=O)Nc1c(-c2ccccc2Cl)c(=O)c2ccccc2n1C	12%	1.5	97	nt	1%	0%	0.0%	-3%	3%	1%
CCn1c(=O)cc(OCC(=O)NCc2cccnc2)c2ccccc21	-6%	0.3	68	i	0%	10%	0.0%	-7%	5%	-1%	Dengue-2 NS5 capping pilot replicate=5.3
COc1ccc(Nc2cccc3ccccc23)cc1	nt	0.1	99	nt	32%	nt	nt	24%	nt	24%
CS(=O)(=O)N1CC(C(=O)NC2CC2)Oc2ccc(Cl)cc21 (stereo not drawn)	-1%	1.2	80	i	2%	7%	-0.2%	-2%	9%	-2%
O=C(C(Cl)Cl)N1CCN(Cc2ccccc2)CC1	2%	3.2	53	nt	6%	2%	0.2%	-3%	-13%	20%
Cn1c2ccc(F)cc2c2ncn(CCCN(CCO)CCO)c(=O)c21	13%	0.5	63	i	13%	3%	-0.1%	2%	2%	2%
COCCN(C(=O)CNC(=O)c1ccco1)C(C(=O)NC1CCCC1)c1ccc(OC)c(OC)c1 (stereo not drawn)	-12%	0.1	73	nt	-18%	15%	-0.2%	2%	-3%	-3%
CC(=O)c1ccc(NC(=O)C2CCCN(c3ncnc4c3nc3n4CCCCC3)C2)cc1 (stereo not drawn)	-7%	1.9	54	nt	9%	0%	0.1%	-6%	3%	11%
C=CCN1C(=O)CSC1=Nc1ccc(C(=O)O)cc1	0%	1.1	62	nt	7%	14%	-0.1%	-4%	5%	2%	Dengue-2 NS5 capping pilot replicate=-2.1
O=C(O)c1ccc(N/N=C/c2ccc3ncccc3c2)cc1	-2%	-0.7	70	i	8%	8%	0.3%	-3%	-2%	12%
Cc1cc(C)c(NC(=O)CSc2nnc(CNC(=O)c3c(F)cccc3Cl)o2)c(C)c1	2%	0.3	66	nt	-1%	16%	0.0%	-5%	4%	5%
N#CC1=C2SCN(c3ccccc3)CN2C(=O)CC1c1c(Cl)cccc1Cl (stereo not drawn)	40%	5.2	49	i	31%	-4%	-0.1%	-17%	22%	?
CCN(C(=O)COC(=O)C1CCN(S(=O)(=O)c2ccc3c(c2)OCCO3)CC1)C1CCCCC1	nt	1.5	53	nt	2%	nt	nt	-5%	nt	11%
Cn1c(=O)n(CC(=O)NCC2CCCO2)c(=O)c2c3c(sc21)CCCC3 (stereo not drawn)	-8%	0.8	58	nt	7%	10%	-0.1%	-9%	2%	7%
CCCCCCCCC(=O)NNC(=O)c1c(O)c2ccccc2n(CC)c1=O	-8%	7.6	38	i	-9%	2%	-0.3%	-19%	2%	2%
COc1ccc(S(=O)(=O)CCC(=O)NCCc2ccc(Cl)cc2)cc1	8%	3.4	49	i	10%	10%	-0.1%	-7%	14%	5%
O=C(Nc1cccc(Cl)c1)c1csc(-c2ccccc2)n1	1%	9.1	57	nt	6%	-11%	0.2%	0%	1%	1%
CC(C)CCC[C@@H](C)[C@H]1CC[C@H]2[C@@H]3C(=O)C=C4C[C@@H](O)CC[C@]4(C)[C@H]3CC[C@]12C	nt	-0.9	69	nt	-8%	nt	nt	-4%	nt	12%
CCOC(=O)C1=C(C)N=c2s/c(=C\c3ccc(OCC(=O)O)cc3)c(=O)n2C1c1ccccc1 (stereo not drawn)	19%	0.6	60	nt	15%	19%	-0.1%	11%	-14%	5%
CCCc1nnc(NC(=O)Cn2cnc3ccccc3c2=O)s1	-2%	-0.1	53	i	0%	13%	0.3%	-5%	24%	3%
NC(=S)Nc1ccc(F)c(F)c1F	0%	-1.1	38	i	7%	-5%	5.3%	-1%	12%	2%
Cc1nn(C)cc1CNC(=O)C1C2CCC(O2)C1C(=O)O (stereo not drawn)	0%	1.3	36	i	nt	7%	0.0%	nt	1%	1%
COCCCNC(=O)Cc1c(C)c2c(cc(C)c3c(C)c(C)oc32)oc1=O	41%	1.2	92	nt	-2%	2%	-0.1%	-15%	-4%	nt
Cc1ccc(NC(=O)C2=C(O)CCn3c2nc2ccccc23)cc1	-1%	5.8	57	i	1%	7%	-0.1%	-3%	-5%	3%
Cn1cccc1/C=N/n1c(-c2ccco2)n[nH]c1=S	9%	-0.6	80	i	20%	7%	-0.1%	-5%	50%	25%
CCOC(=O)c1c(C)[nH]c(C)c1S(=O)(=O)NCCc1cccs1	12%	-1.2	48	nt	7%	6%	0.2%	-8%	-6%	19%
Cc1cc(NC(=O)CSc2nc(-c3cccs3)cc(C(F)(F)F)n2)no1	1%	4.5	39	i	5%	6%	0.8%	-5%	-4%	17%
COC(=O)C(CCSC)NC(=O)CNS(=O)(=O)c1ccc(F)cc1 (stereo not drawn)	12%	1.6	79	i	4%	-2%	-0.2%	-4%	-1%	-4%
Cc1cc(C)n(-c2nc(SCC(=O)Nc3nccs3)c3c4c(sc3n2)COC(C)(C)C4)n1	0%	8.2	50	i	15%	-10%	-0.2%	1%	8%	15%
COC(=O)Nc1ccc(S(=O)(=O)N2CCCC(C(=O)Nc3cccc4c3OCCO4)C2)cc1 (stereo not drawn)	0%	3.3	87	i	2%	7%	0.5%	-8%	7%	5%
Cc1cc(C(=O)NC2=NCCS2)cs1	11%	1.4	59	i	3%	5%	-0.3%	-6%	6%	-2%
COc1ccc(CC(=O)OCc2cc3ccccc3[nH]c2=O)cc1	-3%	0.3	45	i	14%	-2%	-0.2%	4%	-4%	7%
Cc1ccc(C(=O)CC(=O)c2ccccc2C)c(O)c1	18%	7.5	86	nt	nt	12%	-0.1%	-10%	5%	9%
COc1ccc(C)cc1NS(=O)(=O)c1cc(C)ccc1C	9%	2.3	65	i	5%	6%	0.2%	4%	18%	-12%
CC1=NN(c2ccccc2)C(=O)/C1=C/c1ccc[nH]1	-3%	1.5	51	i	7%	-6%	0.2%	-7%	4%	10%
O=C(Nc1nnc(SCC(=O)N2CCCc3ccccc32)s1)c1cccc2ccccc12	?	4.3	60	i	5%	6%	-0.3%	-6%	0%	8%
